# PPC-1+TRAIL kill: compounds killing PPC-1 cancer cells with TRAIL present, primary screen, TRAIL potentiator project, ATPLite luminescence, uHTS; PPC-1 cells + TRAIL, ATPLite viability luminescence; AID 1443, 2008; 220,000 tested, 0.41% active; cell killing (% activity), % at 4 µM;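 active = cell killing above 50% in the first pass at 4 µM, then a duplicate retest at 5 µM averaging 50% or more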;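 also: plate controls were cells with TRAIL plus DMSO for no effect and medium-only wells lacking cells for full effect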
# NPY1 pot ag: NPY-Y1 receptor potentiators or agonists, primary screen, cell-based | NPY-Y1 expressing cells, potentiator/agonist activation | activation, % at 3.6 µM | 220,000 tested, 0.37% active; in the data active = activation above about 33%, passing the limit was not always enough;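 also: cells stimulated with NPY at EC10 then isoproterenol at EC100; 0% = low agonist plus stimulus and 100% = saturating agonist plus stimulus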
# Target sequence (P25929 whole entry, looked up): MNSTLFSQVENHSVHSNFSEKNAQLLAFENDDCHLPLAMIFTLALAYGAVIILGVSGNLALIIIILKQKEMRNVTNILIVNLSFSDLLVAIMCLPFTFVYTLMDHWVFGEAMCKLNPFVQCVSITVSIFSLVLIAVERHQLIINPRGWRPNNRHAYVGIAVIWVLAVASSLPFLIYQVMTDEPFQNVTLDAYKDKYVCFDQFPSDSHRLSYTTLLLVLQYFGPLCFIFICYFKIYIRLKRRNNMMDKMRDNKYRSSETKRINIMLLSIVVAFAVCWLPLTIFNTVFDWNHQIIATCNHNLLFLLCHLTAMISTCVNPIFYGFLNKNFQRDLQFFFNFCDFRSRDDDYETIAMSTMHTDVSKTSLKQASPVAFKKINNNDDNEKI
# EP2 mod: EP2 receptor modulators, cAMP readout, primary screen, cell-based, HTRF cAMP, PGE2 stimulation | Prostaglandin E2 receptor EP2 subtype (Homo sapiens), P43116 | EP2-expressing cells, cAMP HTRF FRET, PGE2 co-stimulation | induction, % at 25 µM | 260,000 tested, 0.83% active;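 active = compounds whose cAMP rise, as percent of the full-agonist control response, exceeds 60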;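 also: rat C6 glioma line stably carrying human EP2 under a CMV promoter; the protocol text gives 20 µM as final concentration; 100% = response of wells given 1 µM PGE2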
# Target sequence (P43116 whole entry, looked up): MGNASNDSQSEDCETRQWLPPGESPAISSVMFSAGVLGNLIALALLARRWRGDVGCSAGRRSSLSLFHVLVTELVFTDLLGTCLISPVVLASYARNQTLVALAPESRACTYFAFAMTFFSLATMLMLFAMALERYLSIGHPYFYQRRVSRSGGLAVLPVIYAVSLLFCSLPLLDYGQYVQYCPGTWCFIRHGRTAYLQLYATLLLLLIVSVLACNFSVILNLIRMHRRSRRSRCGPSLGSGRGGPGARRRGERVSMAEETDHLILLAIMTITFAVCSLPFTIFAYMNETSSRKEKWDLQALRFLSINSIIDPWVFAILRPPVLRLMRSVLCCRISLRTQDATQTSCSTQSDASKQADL
# CHOP inhibitor: inhibitors of CHOP promoter induction, primary screen, cell-based, unfolded protein response, luciferase reporter | CHO-K1 CHOP-promoter luciferase, tunicamycin-induced, 15-18 h | inhibition, % at 10 µM | 220,000 tested, 3.8% active | AID 2732, 2010;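 active = compounds that reduced the stress-induced luciferase reporter signal by more than about 70% of percent inhibition, limit read from the data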;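 also: 0% = tunicamycin plus vehicle and 100% = wells without tunicamycin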
# TRPML3 ag: human TRPML3 channel agonists, primary screen, cell-based, HEK293 TRPML3-YFP, Fluo-8 calcium fluorescence, 3 µM; Mucolipin-3 (Homo sapiens), Q8TDD5; 100% = the carbachol control signal; activation, % at 3 µM; 220,000 tested, 0.29% active;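 active = activation above its plate's cutoff, the mean activation of the plate's test wells plus 3 SD, cut at about 12% in these data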;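 also: 0% = DMSO only wells and 100% = carbachol wells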
#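 Test system: TRPML3-YFP stable HEK293 cells. Doses: single point at 3 µM. Incubation: dye loading 1 h 37 °C then 30 min ambient, 125 s read. Signal: Fluo-8 calcium dye fluorescence, ex 470-495, em 515-575 nm. Measure: percent activation from peak-to-basal fluorescence ratio, scaled between DMSO and carbachol.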
# NPY Y1 blocker: NPY-Y1 receptor antagonists, primary screen, cell-based; 200,000 tested, 1% active; AID 1040, 2008; inhibition, % at 3.6 µM; Neuropeptide Y receptor type 1 (Homo sapiens), P25929; HEK293-CNG Y1 cells, membrane potential fluorescence; NPY at EC95, then isoproterenol;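 active = inhibition above the campaign mean inhibition of all tested compounds plus 3 SD, cut at about 20% in these data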;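 also: 0% = DMSO wells given NPY plus isoproterenol and 100% = isoproterenol alone without NPY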
#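 Test system – HEK293 Y1/CNG channel cell line · Also added – NPY agonist 25 nM, then isoproterenol 1 µM plus Ro 20-1724 25 µM · Compound dosing – one concentration, 3.6 µM, in 0.4% DMSO · Schedule – compound incubation 1 h at room temperature, readout 45 min post-stimulation · Technique – fluorescence, membrane potential probe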
# 14-3-3 Bad inh: inhibitors of 14-3-3 zeta/Bad binding, primary screen, biochemical, TR-FRET, bovine 14-3-3 zeta | AID 781, 2007 | TR-FRET 14-3-3zeta/Dy647-pBad peptide displacement, 1 h | 220,000 tested, 0.71% active | 14-3-3 protein zeta/delta (Bos taurus), P63103 | inhibition, % at 21.7 µM;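 active = inhibition above about 70%, limit read from the data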;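 also: 0% = full 14-3-3 plus peptide FRET controls and 100% = background without 14-3-3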
# Target sequence (P63103 whole entry, looked up): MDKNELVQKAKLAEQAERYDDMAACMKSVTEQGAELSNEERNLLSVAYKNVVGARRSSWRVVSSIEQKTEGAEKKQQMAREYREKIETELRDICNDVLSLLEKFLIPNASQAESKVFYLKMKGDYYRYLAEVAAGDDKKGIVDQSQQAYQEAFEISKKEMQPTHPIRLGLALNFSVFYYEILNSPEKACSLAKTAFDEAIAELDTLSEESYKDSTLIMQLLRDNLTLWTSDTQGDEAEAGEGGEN
# PGE2 EP2 inh: human EP2 receptor antagonists, primary screen, TR-FRET cAMP, C6 glioma cells. inhibition, % at 25 µM. Prostaglandin E2 receptor EP2 subtype (Homo sapiens), P43116. 260,000 tested, 0.52% active. C6 glioma cells expressing human EP2; cells stimulated with saturating PGE2;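 active = percent inhibition above 40 after rounding to a whole number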;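 also: rat C6 glioma host cells with rolipram phosphodiesterase inhibitor present; the protocol text gives 20 µM as final concentration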
# TRPN1 ag: zebrafish TRPN1 channel agonists, primary screen, cell-based, HEK293, calcium fluorescence | transient receptor potential cation channel N1 (TRPN1/NompC), Danio rerio | HEK293 zebrafish TRPN1-YFP, Fluo-8 calcium fluorescence; 100% = response to 87 µM carbachol | activation, % at 3 µM | 220,000 tested, 0.18% active;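 active = activation above its plate's cutoff, the mean activation of test wells on that plate plus 3 SD, cut at about 19% in these data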;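 also: 0% = DMSO alone and 100% = 87 µM carbachol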
#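 Material: zebrafish TRPN1-YFP in HEK293 cells; Doses: single test compound dose, 3 µM nominal, 0.3% DMSO; Timing: dye loading 1 h at 37 °C, then 30 min room temperature; Technique: intracellular calcium fluorescence with Fluo-8; Benchmarks: high carbachol 87 µM, low DMSO alone.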
# Starred values were filed as active, the others as inactive; . = no result given; & = joins results of further samples; [ ] = dose if it differs, or a comment. A portion of the library; rates above refer to the full screens.
Structure	PPC-1+TRAIL kill	NPY1 pot ag	EP2 mod	CHOP inhibitor	TRPML3 ag	NPY Y1 blocker	14-3-3 Bad inh	PGE2 EP2 inh	TRPN1 ag
CCN1CCN(C(c2cccs2)C(C)NC(=O)c2ccccc2OC)CC1 (configuration not stated)	43	16	0	43	1.0	5	4[fluorescence artefact?]	13	-0.3
O=C(Nc1ccc(N2C(=O)C3C4C=CC(C4)C3C2=O)cc1Cl)c1cccs1 (configuration not stated)	8	-34	-13	-18	1.2	-2	-6	10	0.6
Cc1c(Br)c(C(F)(F)F)nn1CC(=O)NCC1CCCO1 (configuration not stated)	11	13	-4	11	-0.6	-1	-3[fluorescence artefact?]	11	-0.8
Cc1csc(NC(=O)CSc2nc(C(C)C)nc3c2c(=O)n(C)c(=O)n3C)n1	.	2	-11	53	0.5	3	-6	10	0.2
C=CCSC1=C(C#N)C(c2ccccc2Cl)C(C(=O)c2cccs2)C(O)(C(F)(F)F)N1 (configuration not stated)	20	18	-60	20	0.0	-6	10	20	-0.1
CC1CCN(S(=O)(=O)c2ccc(F)c(C(=O)O)c2)CC1	4	12	6	4	0.3	-3	0	9	-0.2
COc1cc(/C=N/Nc2nnc3c(n2)[nH]c2ccccc23)ccc1O	10	5	9	-46	1.3	-3	83*[fluorescence artefact?]	4	1.9
NC(=O)COc1ncn(-c2ccccc2)n1	17	-16	14	-26	0.7	-3	7	7	0.4
CCCNC(=O)c1ccc2c(=O)c(O)c(-c3ccc(C)cc3)[nH]c2c1	28	.	-6	35	.	.	-2	10	.
CC(/C=N\NC(=O)Cn1c(C)nc2ccccc21)=C\c1ccccc1	14	-12	-38	59	-0.1	-6	18	.	0.6
COc1ccc(C(=O)c2c(N)sc3c2CCN(C(=O)OC(C)(C)C)C3)cc1	21	18	-13	17	0.7	.	-8	9	2.9
C#CCOCCOCCOCCNc1nc(N2CCOCC2)nc(N2CCN(C(=O)[C@H](C)n3cc(CCCN=C(N)N)nn3)CC2)n1	8	-10	22	6	-0.1	-5	5	13	1.3
COCCn1c(SCC(=O)Nc2ccc(Cl)cn2)nc2ccccc21	3	-11	-11	27	-0.3	-2	16[fluorescence artefact?]	8	-0.8
C=CCCN(C(CC(C)C)C(=O)OC)S(=O)(=O)c1cc(Br)ccc1Br (configuration not stated)	5	.	42	31	.	.	2	-6	.
CCCCNC(=O)c1sc(=S)n(-c2ccccc2OC)c1N	11	-9	-13	1	0.4	-2	-8	8	-0.4
COc1ccc(C2CCCN2C(=O)Nc2cccc(C(C)=O)c2)cc1OC (configuration not stated)	14	-12	-14	-6	0.8	2	1[fluorescence artefact?]	23	-0.8
Nc1ccc(OCC(O)C[n+]2ccc(CCS(=O)(=O)[O-])cc2)cc1 (configuration not stated)	27	-16	9&14	-17	0.8	1	1	13&10	1.4
CN1/C(=C\C(=O)CSc2cccc[n+]2[O-])C(C)(C)c2ccccc21	16	-6	-32	-25	0.9	-6	4	9	1.3
COc1ccc2nc(C(C)O)[nH]c2c1 (configuration not stated)	19	0	0	-17	0.3	-4	-5	7	1.6
CCOC(=O)c1ccc(NC(=O)Nc2ncccc2C)cc1	11	9	-52	-7	1.1	-4	4	8	1.4
Cn1c(SCC(=O)Nc2nccs2)nnc1C12CC3CC(CC(C3)C1)C2	30	12	-9	0	0.2	0	5	4	0.1
O=C(Cc1ccc(Cl)cc1)NCC(=O)N1CCCC1	5	-2	11	-8	0.4	-3	2[fluorescence artefact?]	3	-1.4
O=C(NC(=S)Nc1ccccc1)c1ccc(-c2ccccc2)cc1	54*	-2	-6	-7	0.6	-4	-17	8	1.1
CCN(CC)S(=O)(=O)c1ccc(NC(=O)CSc2nnc(-c3cccc(OC)c3)n2C)cc1	15	26	-8	8	0.5	-1	7	8	1.2
Cc1c(C(=O)N2CCN(c3ccccn3)CC2)sc2ncnc(N3CCN(c4ccccc4)CC3)c12	.	-38	.	.	0.8	12	.	10	-2.4
CCCCn1c(O)c(N=NC(=O)c2ccccc2NS(=O)(=O)c2cccs2)c2ccccc21	18	1	26	10	-0.7	0	5	6	-1.5
O=C(NCC(=O)N(CCN1CCOCC1)C(C(=O)NC1CCCC1)c1cccnc1)c1cccs1 (configuration not stated)	22	-8	18	15	0.8	-3	-1	6	-1.0
Cc1cc(C)n(C(C[N+](=O)[O-])c2ccc(Cl)cc2)n1 (configuration not stated)	-2	3	5	39	-0.4	-1	11	11	0.1
COc1cc(C(=O)Nc2cc(C)c(OCC(=O)N3CCOCC3)c(C)c2)cc(OC)c1OC	15	8	13	10	-0.1	6	-3	12	0.7
Cc1c(NC(=S)N/N=C/c2cccc(O)c2)c(=O)n(-c2ccccc2)n1C	2	26	13	19	0.8	8	8	15	0.1
NC(=S)N/N=C/c1ccc(-c2cccc([N+](=O)[O-])c2)o1	8	15	-37	-15	-1.9	0	.	.	-3.1
CCC(CC)C(=O)N(CCc1ccc(OC)cc1)Cc1nc2ccccc2c(=O)[nH]1	-2	-31	-16	53	-0.1	6	22	0	-2.3
O=C1Nc2c(c(=O)[nH]c(=O)n2-c2ccccc2)C(C(F)(F)F)(C(F)(F)F)N1	3	14	-15	0	0.8	0	18	6	-0.1
CC(Nc1[nH]c(=O)n(C)c(=O)c1N=O)c1ccccc1 (configuration not stated)	.	-9	28&-18	6	0.0	1	2	10&7	-0.3
COCCn1c(SCC(=O)Nc2ccc3c(c2)OCCO3)nc2c(c1=O)SC(C)C2 (configuration not stated)	-2	3	-5	-12	-0.2	1	-10[fluorescence artefact?]	10	-0.5
CC(O)CCC(=O)NNC1CC(=O)N(c2ccccc2)C1=O (configuration not stated)	-3	22	19	5	0.1	.	1	5	1.9
CSc1ccccc1NC(=O)CN(C)CC(=O)Nc1ccc(N2CCOCC2)cc1	-19	5	-30	2	0.3	6	0	11	0.4
CN1CCN(C(=O)c2ccccc2N(Cc2ccccc2)S(C)(=O)=O)CC1	-2	-5	-3	30	1.3	-1	-2	19	1.5
C=CCOc1c(Br)cc(CNn2nnnc2N)cc1OCC	15	22	11	19	-0.1	-2	-3	2	-0.7
Cc1cc2ncc(S(C)(=O)=O)c(N)n2n1	3	6	13	8	0.4	-1	-6	2	0.3
Cc1cc(C)c(S(=O)(=O)N2CCN=C2c2ccccc2)c(C)c1	10	15	5	-14	0.1	-2	19[fluorescence artefact?]	7	0.5
Fc1ccc(N2CCN(c3ccc4c(C(F)(F)F)cc(C(F)(F)F)nc4n3)CC2)cc1	-6	12	47	52	0.7	10	-17	7	0.9
O=C(CC1SC(=Nc2ccccc2)N(Cc2ccccn2)C1=O)Nc1cccc(Cl)c1 (configuration not stated)	9	10	-3	15	0.5	-1	10	4	0.3
CCN(CC)CCNC(=O)c1ccc2c(=O)n(CCc3ccccc3)c(=O)[nH]c2c1	19	18	-18	12	0.6	-7	-5	10	0.3
COc1ccc(CCn2ccc(O)c(Cc3ccc(Cl)cc3)c2=O)cc1OC	4	-11	31	57	-0.1	1	-6	7	3.2
CC(C)OC(=O)CSc1nc(-c2ccc(F)cc2)nc2ccc(F)cc12	16	-15	44	1	-0.1	1	10	10	-0.3
Clc1ccc2nc(N3CCN(c4ccccc4)CC3)sc2c1	6	-15	9	-2	0.5	5	-4	2	0.5
COc1ccccc1C1/C(=C(/O)c2ccccc2)C(=O)C(=O)N1CCO (configuration not stated)	12	-1	2	-7	1.3	-1	51	12	0.2
COc1cc(C2C3=C(CC(C)(C)CC3=O)N(C)C(=O)N2C)cc(OC)c1OC (configuration not stated)	2	15	1	23	0.7	2	-8	10	1.0
O=C(Nc1ccc(Br)cc1Cl)c1cnccn1	-15	-5	10	2	0.3	9	-1	9	0.1
CC(NC(=O)c1ccccc1NC(=O)c1ccccc1)C(=O)N1CCOCC1 (configuration not stated)	8	-23	-24	-27	0.8	2	11	14	0.8
OCC1(CCOc2ccccc2)CCN(Cc2nc3ccc(F)cc3[nH]2)CC1	4	10	-75	4	0.7	4	-12	2	2.5
OCC1(Cc2ccccc2C(F)(F)F)CCN(Cc2cccc3cnccc23)CC1	9	0	-8	40	0.7	2	-7	5	-1.8
O=C(Nc1ccc(N2CCOCC2)cc1)c1cn2ccccc2n1	81*[5 µM]	-11	-7	39	0.6	-1	7	.	1.4
COC(=O)CC(=O)CSc1nc2c(cc1C#N)CCC2	36	-18	12	-26	0.1	-2	-1	18	1.1
CC(C)C[C@H](NC(=O)c1nc[nH]c1C(=O)NCCCCCNC(=O)OC(C)(C)C)C(=O)OC(C)(C)C	28	2	-29	14	-1.5	-1	-11	1	-4.6
CCN(CC)c1ccc(CNc2nc3ccccc3n2CCN2CCOCC2)cc1	-1	9	-24	-13	0.5	6	-9	7	-1.2
CCCC(=O)Nc1ccc(C(=O)N/N=C/c2ccc[nH]2)cc1	27	-19	-1	-10	0.8	-2	-18[fluorescence artefact?]	13	0.9
CN(C)S(=O)(=O)c1ccc(-c2cn3ccccc3n2)cc1	46	-19	-36&-36	4	0.4	-4	0	17&5	-0.2
Cc1c(NC(=O)C(C)OC(=O)/C=C/c2ccc3c(c2)OCO3)c(=O)n(-c2ccccc2)n1C (configuration not stated)	-3	0	-18	-7	-0.8	-2	-1	2	-0.2
Cc1nn(C)c(C)c1S(=O)(=O)N(CC(=O)N1CCc2ccccc21)c1ccc(C(C)C)cc1	5	0	5	39	0.0	3	3[fluorescence artefact?]	7	2.1

# Screening data from PubChem.
